Screening data (PubChem)
APOBEC3A inh: APOBEC3A ssDNA deaminase inhibitors, primary screen, selectivity assay for APOBEC3G inhibitor project, biochemical, FAM/TAMRA oligo cleavage fluorescence. DNA dC->dU-editing enzyme APOBEC-3A (Homo sapiens), P31941. recombinant A3A, FAM/TAMRA ssDNA deamination fluorescence. inhibition, % at 20 µM. 330,000 tested, 0.41% active. AID 493011, 2011;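 active = at least 40% inhibition at 20 µM here, with at most 30% in a related deaminase screen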;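 also: plate controls were A3A with DMSO for no effect and wells lacking A3A enzyme for full effect; some results filed as inactive read as strong as hits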
Target sequence (P31941 whole entry, looked up): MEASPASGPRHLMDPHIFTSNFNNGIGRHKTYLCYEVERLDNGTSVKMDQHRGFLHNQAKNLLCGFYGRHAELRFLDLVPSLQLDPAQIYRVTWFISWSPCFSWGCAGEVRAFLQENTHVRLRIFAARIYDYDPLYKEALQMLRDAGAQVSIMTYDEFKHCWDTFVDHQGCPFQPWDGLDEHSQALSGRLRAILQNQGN
A3G deaminase: APOBEC3G DNA deaminase inhibitors, primary screen, biochemical, fluorescence, single-stranded DNA substrate, uHTS; inhibition, % at 20 µM; recombinant A3G, ssDNA deamination FAM/TAMRA fluorescence; 330,000 tested, 0.28% active;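 active = inhibition of at least 40% at 20 µM, with no more than 30% in the related APOBEC3A deaminase screen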;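 also: plate controls were DMSO wells with A3G for no effect and wells lacking A3G enzyme for full effect; some compounds called inactive have numbers as strong as hits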
NLRP3 yeast inh: NALP3 inflammasome inhibitors in reconstituted yeast, primary screen, luminescence, uHTS. Yeast reconstituted NLRP3/ASC/caspase-1, beta-gal luminescence, 24 h. inhibition, % at 10 µM. 330,000 tested, 0.39% active;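 active = inhibition of 50% or more; inactive = inhibition below 50%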;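 also: plate controls were induced DMSO wells for no effect and uninduced yeast grown without galactose for full effect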
mIAP inh: inhibitors of mouse IAP, primary screen, biochemical, luminescence, uHTS; intestinal alkaline phosphatase [Mus musculus]; purified mouse IAP, CDP-Star luminescence, 30 min; inhibition, % at 10 µM; 330,000 tested, 0.2% active; AID 2806, 2010;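 active = inhibition of at least 40% at 10 µM in the primary screen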;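 also: plate controls were DMSO with enzyme for no effect and no enzyme wells for full effect; values of inactives mirror those of a sister screen read the other way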
TIM10 inh: growth inhibitors of isogenic TIM10 control yeast, primary screen, counter-screen for tim10-1 yeast inhibitor project, luminescence, uHTS. S. cerevisiae TIM10 strain growth, BacTiter-Glo luminescence, 24 h. inhibition, % at 10 µM. 330,000 tested, 1.4% active;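 active = inhibition of 40% or more at the single tested concentration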;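 also: wild-type TIM10 isogenic control strain grown at permissive 25 °C; 0% = DMSO yeast wells and 100% = minimal medium wells without yeast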
tim10-1 inh: growth inhibitors of tim10-1 mutant yeast, primary screen, luminescence, uHTS. S. cerevisiae tim10-1 ts strain growth, BacTiter-Glo, 24 h. inhibition, % at 20 µM. 330,000 tested, 2.2% active;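 active = inhibition of at least 40%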;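 also: mutant grown at 25 °C; 0% = DMSO wells with yeast and 100% = wells holding no yeast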
hIAP inh: human IAP inhibitors, primary screen, biochemical, luminescence, uHTS | Intestinal-type alkaline phosphatase (Homo sapiens), P09923 | purified IAP, CDP-Star luminescence, 30 min | inhibition, % at 10 µM | 330,000 tested, 0.12% active;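 active = inhibition reaching a set limit with compound at 10 µM in the primary screen, cut at about 35% in these data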;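 also: plate controls were DMSO wells with enzyme for no effect and no-enzyme buffer wells for full effect; values of inactives mirror those of a sister screen read the other way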
Target sequence (P09923 whole entry, looked up): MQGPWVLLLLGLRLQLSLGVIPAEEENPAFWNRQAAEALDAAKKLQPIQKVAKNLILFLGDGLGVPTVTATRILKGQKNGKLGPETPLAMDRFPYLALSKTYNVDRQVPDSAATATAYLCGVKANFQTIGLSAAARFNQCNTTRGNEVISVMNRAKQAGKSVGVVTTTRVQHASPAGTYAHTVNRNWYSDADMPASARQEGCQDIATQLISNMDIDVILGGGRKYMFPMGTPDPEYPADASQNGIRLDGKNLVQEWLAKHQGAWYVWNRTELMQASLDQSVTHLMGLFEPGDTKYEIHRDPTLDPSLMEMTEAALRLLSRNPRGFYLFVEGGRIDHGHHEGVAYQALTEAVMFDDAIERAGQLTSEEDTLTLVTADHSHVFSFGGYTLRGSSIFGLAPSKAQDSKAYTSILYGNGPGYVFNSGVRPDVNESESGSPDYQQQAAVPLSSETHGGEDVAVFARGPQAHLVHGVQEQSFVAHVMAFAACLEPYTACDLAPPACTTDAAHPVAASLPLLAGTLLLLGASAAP
mIAP activ: activators of mouse IAP, primary screen, biochemical, luminescence, uHTS | AID 2805, 2010 | activation factor at 10 µM | muIAP, CDP-Star luminescence, 30 min; stronger effect = higher value; 1 = vehicle-only enzyme signal, 0 = enzyme-free wells | 330,000 tested, 0.24% active | intestinal alkaline phosphatase [Mus musculus];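 active = activation factor of at least 2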; also: the source names both 10 and 20 µM as test concentration; values of inactives mirror those of a sister screen read the other way
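System: Mouse IAP enzyme | Also added: CDP-Star substrate | Dosing: Compounds dispensed in DMSO | Schedule: 30 min enzyme-substrate-compound incubation at room temperature | Technique: Chemiluminescence readout | Control set: DMSO-only wells and no-enzyme negative control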
beta cell repl: inducers of MIN6 beta-cell proliferation, primary screen, ATP luminescence, uHTS. 330,000 tested, 0.29% active. proliferation, % at 10 µM. MIN6 cells proliferation, ATPlite luminescence, 48 h; cells starved in 0.2% serum; 100% = growth in 10% serum;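 active = compounds whose signal lies at least 3.5 SD above the mean of all wells on their plate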;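 also: 0% = DMSO-treated cells in low-serum medium and 100% = 10% serum control; some compounds called inactive have numbers as strong as hits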
The depositor's hits bear a star. Some of the compounds tested; the hit share may differ from the screen's.

compound	beta cell repl	mIAP inh	hIAP inh	NLRP3 yeast inh	A3G deaminase	TIM10 inh	mIAP activ	tim10-1 inh	APOBEC3A inh
CC(C)N(CC(O)c1cccc([N+](=O)[O-])c1)C(C)C (stereo not drawn)	-4	-3	-9	19	-6	9	1	13	-5
CC(C)(C)NC(=S)/N=C(\N)N[N+](=O)[O-]	-3	-10	-7	6	-8	-6	1.1	9	-6
CC1=C2[C@H]3OC(=O)[C@@H](C)[C@@H]3CC[C@@]2(C)C=CC1=O	-1	3	9	1	-3	-4	0.97	-6	-2
O=C1NC(=O)C(Cc2cccs2)C(=O)N1	-3	12	3	3	2	-10	0.88	13	5
Cc1ccc2c(c1N)C(=O)c1ccccc1C2=O	1	4	25	41	-6	12	0.96	-16	3
CCN(CC)C(=O)c1ccc(NC(=O)c2cccc(S(=O)(=O)N3CCN(C)CC3)c2)cc1	-3	-1	-9	-2	13	1	1	5	9
CCS(=O)(=O)N1CCCC(C(=O)N2CCC3(CC2)OCCO3)C1 (stereo not drawn)	-1	-18	0	-11	0	-10	1.2	3	0
O=c1[nH]c(=O)n(Cc2ccc(F)cc2)c(O)c1C=Nc1ccc(Cl)cc1	-3	1	-22	0	-5	-19	0.99	8	-3
C=CCN(CC=C)Cc1c[nH]c2ccccc12	-5	-6	6	-12	-6	2	1.1	-4	-6
CC(=O)Nc1cccc([As](=O)(c2cccc(NC(C)=O)c2)c2cccc(NC(C)=O)c2)c1	-3	-8	-7	1	-1	-18	1.1	-9	-4
CCCc1nc2ccccc2c(=O)n1-c1ccccc1OC	-1	2	-9	5	0	4	0.98	30	3
COc1ccccc1OC(=O)c1ccc(C)c(S(=O)(=O)N2CCOCC2)c1	-3	-1	-4	-52	-5	7	1	0	-5
CCOC(=O)C(O)(c1ccc(NC(=O)Oc2ccccc2)cc1)C(F)(F)F (stereo not drawn)	1	-2	15	-7	-3	-7	1	6	0
O=C(c1ccccc1F)c1cn(CC(=O)N2CCOCC2)c2ccccc12	-3	-3	-16	-7	0	-5	1	18	-2
COC(=O)NC(=C(Cl)Cl)P(=O)(c1ccccc1)c1ccccc1	1	14	-6	7	-6	9	0.86	10	-4
O=c1c(C=NCCN2CCNCC2)c(O)n(C2CCCCC2)c(=O)n1C1CCCCC1	-6	7	0	8	-3	35	0.93	22	4
CC1(c2ccc(Cl)cc2Cl)OCC(Cn2cncn2)O1 (stereo not drawn)	3	5	8	6	-8	14	0.95	4	-3
Cc1cc(OCC(=O)O)c2c3c(c(=O)oc2c1)CCCC3	-1	2	0	-1	2	-11	0.98	12	4
C=CCN1C(=O)/C(=C/c2ccc(N3CCOCC3)o2)C(=O)NC1=S	2	24	12	26	1	15	0.76	21	6
COc1ccc(CN2CCNCC2)cc1	0	-1	6	1	-1	-8	1	4	0
COC(=O)C1=C(c2ccc3ccccc3c2)C[C@@H]2CC[C@H]1N2C(=O)N1CCOCC1	-1	-14	-10	-3	-11	0	1.1	7	-6
Cc1cccc(N2CCN(Cc3ccc4c(c3)OCO4)CC2)c1C	2	-3	-14	-13	-8	3	1	1	-6
O=NN1CCCCC1	6	8	5	2	-12	-6	0.93	-12	-1
O=c1[nH]c(=O)n(CCc2ccc(F)cc2)c(O)c1/C=N/N1CCCCC1	1	-2	23	5	-5	13	1	4	1
Brc1ccc(Oc2ccc(Br)cc2Br)c(Br)c1	-5	-9	5	7	-14	-4	1.1	-31	-4
COC(=O)C1=C(c2cc3ccccc3s2)C[C@@H]2CC[C@H]1N2C(=O)N1CCCCC1	-6	3	-6	7	-8	14	0.97	21	-2
c1ccc(CCNCc2cccnc2)cc1	-1	4	4	19	-7	-10	0.96	-1	1
O=C([O-])c1ccc(-[n+]2c(-c3ccccc3)cc(-c3ccccc3)cc2-c2ccccc2)cc1	-4	8	7	4	-2	2	0.92	1	4
Cc1ccccc1NP(=O)(Oc1ccccc1F)Oc1ccccc1F	0	-3	4	-41	2	12	1	18	5
COC(=O)[C@@H]1C[C@H]1[C@@H](NP(=O)(c1ccccc1)c1ccccc1)c1ccccc1	-5	-15	1	2	-14	4	1.1	9	-6
Cc1ccnc(-n2c(-c3ccco3)nc3ccccc3c2=O)c1	-1	-6	-10	18	-2	-2	1.1	12	-7
CCCCCSc1cc(OC)c(CCN)cc1OC	-4	8	-19	6	-8	0	0.92	-11	-6
Cc1cccc(-n2c(O)c(C=NCc3cccnc3)c(=O)[nH]c2=O)c1C	0	11	-11	29	-2	-13	0.89	1	7
CCC(=NCCc1c[nH]c2ccccc12)c1c(O)n(C)c(=O)n(C)c1=O	-4	2	19	6	-7	30	0.98	36	-1
O=S(=O)(NC1CCCCCCC1)OCC(Cl)(Cl)Cl	-2	-15	18	40	-12	26	1.1	27	-2
C#CCN[C@H](C)Cc1ccccc1	1	-2	-29	6	9	14	1	13	6
CCC(Oc1cc(Cl)ccc1Cl)C(=O)N1CCC2(CC1)OCCO2 (stereo not drawn)	-1	3	-1	3	-3	12	0.97	24	-1
Cc1ccc[n+](CC(O)Cn2c3ccccc3c3ccccc32)c1 (stereo not drawn)	0	-18	-10	6	-5	1	1.2	2	-5
O=c1[nH]c(=O)n(-c2ccccc2)c(O)c1C=NC12CN3CN(CN(C3)C1)C2	-2	14	-2	15	-5	9	0.86	3	-4
COC(=O)C1=C(c2ccc(F)cc2F)C[C@@H]2CC[C@H]1N2C(=O)NCCO	-2	1	2	1	-11	-5	0.99	2	-2

Exported with values under each structure: 2 of the compounds above.
Below each SMILES – beta cell repl, mIAP inh, hIAP inh, NLRP3 yeast inh, A3G deaminase, TIM10 inh, mIAP activ, tim10-1 inh, APOBEC3A inh
> O=c1[nH]c(=O)n(-c2ccccc2)c(O)c1C=NC12CN3CN(CN(C3)C1)C2
→ -2, 14, -2, 15, -5, 9, 0.86, 3, -4
> COC(=O)C1=C(c2ccc(F)cc2F)C[C@@H]2CC[C@H]1N2C(=O)NCCO
→ -2, 1, 2, 1, -11, -5, 0.99, 2, -2

The list goes on.
compound	beta cell repl	mIAP inh	hIAP inh	NLRP3 yeast inh	A3G deaminase	TIM10 inh	mIAP activ	tim10-1 inh	APOBEC3A inh
C=CCN1C(=O)CSc2ccc(C(=O)N3CCC4(CC3)OCCO4)cc21	0	10	9	4	-6	12	0.9	6	-2
O=C1c2ccccc2C(=O)N1Cc1nc2ccccc2c(=O)n1-c1ccc(Br)cn1	-3	-3	-17	61*	-5	57*	1	59*	-1
c1ccc(CCn2nnnc2CN2CCC(n3nnc4ccccc43)CC2)cc1	2	13	-3	-6	-3	9	0.87	32	0
COc1ccc(Cn2c(N)c(C(=O)NCc3ccco3)c3nc4ccccc4nc32)cc1	-6	7	-23	2	-4	12	0.93	22	-13
Cc1cc(C)cc(N2C(=O)/C(=C\c3ccc(N4CCN(C)CC4)o3)C(=O)NC2=S)c1	-3	21	22	28	-4	-10	0.79	-8	-1
O=C(CN1CC(c2ccccc2)CC1=O)Nc1ccccc1 (stereo not drawn)	1	9	4	-6	-8	10	0.91	10	-1
O=C(Cn1nc(Cc2cccnc2)c2ccccc2c1=O)N1CCC2(CC1)OCCO2	-2	-4	-6	3	-4	7	1	2	-4
CC1(C)CC(=O)C(C=NCCN2CCN(C(=O)Cc3ccc(F)cc3)CC2)=C(O)C1	-1	-9	14	28	-3	-1	1.1	8	-1
COC(=O)C1=C(c2ccc(C(C)=O)cc2)C[C@@H]2CC[C@H]1N2C	3	4	-1	13	-6	-4	0.96	-14	2
O=C(/C=C/c1ccccc1)c1c(O)n(CCc2ccccc2)c(=O)[nH]c1=O	-2	7	-7	9	3	1	0.93	0	4
O=c1[nH]c(O)c(C=Nc2ccccc2Oc2ccccc2)c(=O)[nH]1	-2	6	-20	16	7	-13	0.94	-15	5
CCN1C(=O)C(=Cc2c(C)n(CC(=O)NCC3CCCO3)c3ccccc23)C(=O)N(CC)C1=S (stereo not drawn)	-7	11	7	9	-3	0	0.89	9	-8
COC(=O)C1=C(c2ccccc2OCc2ccccc2)C[C@@H]2CC[C@H]1N2C(=O)NCc1ccc(OC)cc1	-7	-36	5	14	-12	26	1.4	22	-5
O=C1NC(=O)N(Cc2ccccc2)C(=O)/C1=C\C=C\c1ccco1	-6	37	-9	-3	21	7	0.63	33	25
CN1C(=O)C(=Cc2c(OCc3cnc(Cl)s3)ccc3ccccc23)C(=O)N(C)C1=O	-3	6	9	59*	-18	46*	0.94	22	-7
O=C1NC(=O)N(c2ccc3c(c2)OCO3)C(=O)/C1=C\c1ccc(-c2ccccc2C(=O)O)o1	1	35	10	-5	26	-11	0.65	9	76*
Cc1cccc(C(=O)NC(Oc2ccccc2)C(Cl)(Cl)Cl)c1 (stereo not drawn)	-1	-8	1	-9	-1	-38	1.1	1	2
Oc1cccc2nc3ccccc3nc12	0	9	-14	47	-2	-19	0.91	-10	3
NC(Cc1cc(O)c(O)cc1O)C(=O)O (stereo not drawn)	-3	84*	-17	26	84	-16	0.17	-12	101
